Compound activity (PubChem BioAssay)
p53ts 32C tox: kills p53ts cells at the permissive temperature | H1299-p53A138V at 32C, ATP luminescence viability, 24 h | Potency, µM (doses to about 46.1 µM), inactives show top-dose activity change, negative = cytotoxicity, hits mostly cytotoxic | 0.93% of 130,000 active | AID 924;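 further: 0% = DMSO and -100% = full killing by reference compound; nearly all actives have a fitted effect of over 55% in size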
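H1299-p53 A138V cells (temperature-sensitive p53) exposed 24 h to up to 46 uM compound at 32C, where p53 is wild-type in conformation. Viability read as ATP luminescence and normalised to DMSO and 100 uM tamoxifen. AC50 fitted with the Hill equation.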
Peg3 imprint: genomic imprint erasure induction. mouse ES Peg3-LacZ reporter, beta-gal luminescence, 40 h. 0.02% of 110,000 active. AID 1948. Potency, µM (series often up to 60.7 µM), without a hit: at the highest dose activity change, positive = activation, usual class: activators;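 further: 0% = negative control wells on the plate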
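Each well holds 300 Peg3LacZ-Neo (maternal) female ES cells incubated 40 h at 37C, 5% CO2. LacZ is measured by BetaGlo luminescence, with AC50 and maximum efficacy derived from dose-response curves.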
p53ts 39C tox: p53ts cell cytotoxicity, nonpermissive temperature; H1299-p53A138V viability at 39C, ATP luminescence, 24 h; Potency, µM (highest dose often 46.1 µM), for the others: at the highest dose activity change, negative = cell killing, actives largely listed as cytotoxic; 1.5% of 130,000 active; further: nearly all actives have a fitted effect of over 55% in size
IkB signaling: inhibitors of IkB signaling in ABC-DLBCL cells; 0.04% of 110,000 active; ABC-DLBCL IkBa-CBG/CBR dual luciferase ratio, 4 h; response scale: scaled: untreated 0%, proteasome inhibitor 100%; AID 445; Potency, µM (highest dose often 57.1 µM), without a hit: at the top dose IkBa stabilization activation; active means well fitted curve in the direction sought with a large enough effect in the signal ratio, not every such curve was filed as active; inconclusive means small, poorly fitted or top-dose-only effect, or a change in a side signal; the % refers to the signal ratio;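 further: the direction sought is a rising ratio; 0% = basal untreated cells and 100% = reference inhibitor full response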
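Curves were fitted separately to fusion (green), unfused (red) and ratio luminescence, then classed by r2, magnitude and activity. Cells: OCI-Ly3, 4 h compound plus doxycycline at 37C; 10 uM MG-132 defined full response.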
* = called active by the depositor; ? = inconclusive; . = no result given; [ ] = remark or other dose. Unless noted, the call rests on the fitted dose curve; in most records, active means well fitted curve in the direction sought with a large enough effect; inconclusive means small, poorly fitted or top-dose-only effect, or another doubt; inactive means no such curve, though single readings can be large; an effect the other way counts as inactive or inconclusive. Unless noted, on the % scale 0 is the no-effect control and ±100 the full control effect; potency means the concentration at half of the fitted maximal effect.

molecule	p53ts 32C tox	Peg3 imprint	p53ts 39C tox	IkB signaling
CN(C)c1ncnc2ccc(-c3ccoc3)cc12	7.9%	-39.3%[inhibitor]	-6.1%	-3.0%[11.4 µM]
CCOCCCNC(=O)Cc1cc(=O)[nH]c(=O)[nH]1	9.9%	-13.2%	7.8%	3.2%
COc1ccc(NC(=O)CN2C(=O)C(c3ccccc3)=NC23CCCCCC3)cc1OC	-15.3%	.	4.3%	.
COCCNC(=O)C(c1ccc(C)o1)N(Cc1cccs1)C(=O)c1snc(C(N)=O)c1N (configuration not stated)	-5.4%	-10.1%	4.3%	0.0%
CC1(C)C(=O)NCCN1C(=O)CCC(=O)O	2.1%	.	-4.9%	.
CCOc1nc(NC(=O)NS(=O)(=O)Oc2cccc(Cl)c2)nc(-c2ccccc2)n1	-22.3%	-9.0%[10.9 µM]	6.6%	0.4%
COc1cccc(C(=O)NCC(c2ccc3c(c2)OCO3)N2CCOCC2)c1 (configuration not stated)	6.8%	-10.8%[10.9 µM]	-4.4%	0.7%
O=C(O)C=C1C2CC3CC(C2)CC1C3	1.0%	-5.5%	-0.9%	0.5%
CCCc1cc(=O)n2[nH]c(C)c(-c3ccccc3)c2n1	-16.5%	-16.6%	-23.2%	2.0%
CCCN(CCC)C(=O)Cn1c(=O)n(-c2ccc(CC)cc2)c(=O)c2ccc(C(=O)NCCc3ccccc3)cc21	-7.6%	-12.6%[10.9 µM]	?	-2.4%
COc1cccc(CNC(=O)C2CCN(C(=O)c3cnn(-c4ccccc4)c3-n3cccc3)CC2)c1	-12.8%	-11.1%[10.9 µM]	12.0%	?
CC(C)NC(=O)c1ccc(Cn2c(SCC(N)=O)nc3ccccc3c2=O)cc1	-2.5%	-6.7%[10.9 µM]	-4.7%	-0.6%
CC(=O)c1cccc(NC(=O)C2CCN(c3nnc(-n4cccc4)s3)CC2)c1	0.1%	9.0%[10.9 µM]	-7.2%	-0.1%
CCCC(c1c(C)n(C)n(-c2ccccc2)c1=O)c1c(C)n(C)n(-c2ccccc2)c1=O	5.5%	0.4%	3.3%	0.3%
CC(=O)N1CCN(CCN=CC2=C(O)CC(c3cccs3)CC2=O)CC1 (configuration not stated)	-12.1%	-6.1%	-10.0%	-0.7%
Cc1ccc(C(=O)C2=C(O)C(=O)N(CCCN(C)C)C23C(=O)N(C)c2ccccc23)o1 (configuration not stated)	-0.1%	7.3%	0.2%	0.4%
Cc1cccc(NC(=O)CSc2nc3c(c(=O)[nH]2)CCC3)c1C	-7.0%	-11.6%	12.6%	0.9%
O=S(=O)(CCSc1ccccn1)c1nc2ccccc2s1	-4.0%	-16.3%	9.8%	-1.7%
O=c1cc(N2CCC(Cc3ccccc3)CC2)[nH]c(=O)n1C1CCCCC1	2.9%	-14.0%	-4.4%	-0.8%
CCOCCCNC(=O)C1CCCCN1S(=O)(=O)c1ccc(F)cc1 (configuration not stated)	3.4%	13.6%	3.0%	0.2%
Cc1cc(NC(=O)CN2CCC(O)CC2)nc2c1c(=O)oc1ccccc12	8.4%	-14.2%[10.9 µM]	-3.7%	?
Cc1onc(-c2ccccc2Cl)c1C(=O)OCC(=O)c1ccc2c(c1)OCCO2	11.1%	-21.6%	-6.6%	3.3%
CNCCOCC(O)CSc1ccccc1 (configuration not stated)	14.0%	-15.1%	5.0%	0.0%
CCSCCOC(=O)C1=C(C)NC(=O)NC1c1cc(OC)ccc1OC (configuration not stated)	-1.4%	-6.1%	3.3%	-2.4%
COc1ccccc1CNc1ncncc1-c1ccoc1	6.0%	-18.8%	2.8%	0.3%[11.4 µM]
N=C(N)c1ccccc1	-5.5%	-11.3%	7.8%	-6.5%
Cc1cc(C)cc(NC(=O)[C@H]2O[C@@H]3OC(C)(C)O[C@@H]3[C@H]3OC(C)(C)O[C@H]32)c1	-1.3%	19.5%[10.9 µM]	9.6%	?
Cc1nn(-c2ccccc2)c(Cl)c1C(=O)Nc1c(C)n(C)n(-c2ccccc2)c1=O	10.3%	-1.8%	-1.0%	0.8%
CCc1cc(C=C(Cl)Cl)oc(=O)c1C	-7.1%	13.4%	-4.6%	7.6%
COc1ccc(Cl)cc1NC(=O)Cn1c(=O)n(Cc2cccs2)c(=O)c2cccnc21	6.8%	20.9%[10.9 µM]	-29.6%	?
CCOC(=O)c1sc(NC(=O)C2c3ccccc3Oc3ccccc32)c(C(=O)OCC)c1C	-2.3%	-21.8%[10.9 µM]	3.3%	7.4%
CC(C)OC(=O)C1C2C=CC3(CN(Cc4cccs4)C(=O)C13)O2 (configuration not stated)	-4.7%	-3.1%	-0.2%	0.0%
C#CCOC(=O)c1ccccc1C(=O)O	-8.1%	.	17.0%	.
Cc1cc2ccccc2c[n+]1CC(O)C[n+]1cc2ccccc2cc1C	3.6%[9.22 µM]	-19.1%[10.9 µM]	27.7%[9.22 µM]	0.2%[11.4 µM]
O=S(=O)(c1ccccc1)c1nnn2c1nc(N1CCN(c3ccccc3)CC1)c1cc(Cl)ccc12	21.3%	-6.6%[10.9 µM]	-0.5%	0.3%
Cc1ccc(-n2c(=O)[nH]cc(C(=O)Nc3ccc4c(c3)OCCO4)c2=O)cc1	2.4%	0.9%	4.7%	3.3%
Cc1ccc(C)c(CNC(=O)c2sc3ncnc(N(C)C4CCCCC4)c3c2C)c1	17.3%	20.5%[10.9 µM]	-24.4%	-1.0%
O=C(CN1CCN(S(=O)(=O)c2ccc(F)cc2)CC1)Nc1ccccc1F	5.5%	-3.8%	-3.9%	-0.9%
CCN(C(=O)C(Cc1ccccc1)NS(=O)(=O)c1cccc2nsnc12)c1ccccc1 (configuration not stated)	0.1%	-4.5%[10.9 µM]	-0.9%	0.0%
Cc1cccc(CNc2ncncc2-c2ccccc2CN(C)C)c1	-0.6%	-18.8%	-2.7%	0.2%[11.4 µM]
Cc1sc2c(c1C)c(=O)n(CCc1ccccc1)c(=O)n2Cc1ccc(C(C)(C)C)cc1	8.7%	2.0%[10.9 µM]	-0.8%	4.7%
Cc1nnc(SCCn2c(N3CCCCC3)nc3c2c(=O)n(C)c(=O)n3C)s1	7.8%	-5.0%	10.2%	1.1%
CCOc1ccccc1CNC(=O)CCn1ccc2cc(S(=O)(=O)N3CCC(C)CC3)ccc21	15.5%	7.6%[10.9 µM]	-22.5%	?
CCN(CC)C(=O)Cn1c(=O)n(CCCCCC(=O)NCc2ccccc2Cl)c(=O)c2sccc21	1.0%	-3.4%[10.9 µM]	13.3%	2.3%
CCc1cccc(CC)c1N(COC)C(=O)Cn1ccccc1=N	0.1%	.	-1.2%	0.5%
O=C(CN(Cc1ccco1)C(=O)CNS(=O)(=O)c1ccc(F)cc1)NCc1ccc(F)cc1	-0.8%	-1.2%	-5.2%	1.5%
N#Cc1ccc(-c2cccs2)nc1SCc1ccc(Cl)cc1Cl	-9.7%	-19.8%[10.9 µM]	-8.6%	-2.9%
CNC(=O)CSc1cn(CC(=O)N2CCCCCC2)c2ccccc12	3.7%	-17.8%[10.9 µM]	1.5%	-1.0%
CCOc1ccc(CC(=O)Nc2c(C(=O)c3ccc(F)cc3)oc3ccc(Cl)cc23)cc1OCC	-2.3%	-13.9%[10.9 µM]	38.5%[activator]	-2.7%
CCOC(=O)Cn1c(=O)n(CC2CCCO2)c2nc(-c3c(F)cccc3Cl)nc(C(N)=O)c21 (configuration not stated)	-8.7%	12.5%[10.9 µM]	-10.7%	0.3%
Cc1ccc(-c2nc(NC(=O)CSc3ccc4ccccc4n3)ns2)cc1	-0.8%	11.7%[10.9 µM]	11.7%	6.2%
O=C(COC(=O)C1CC(=O)N(Cc2ccco2)C1)c1ccc(OC(=O)c2ccco2)cc1 (configuration not stated)	-3.2%	-6.5%	5.0%	1.3%
CCCCN(C)C(=O)c1cn(CC)c2ccc(S(=O)(=O)N(C)C)cc2c1=O	1.2%	-4.3%	2.5%	0.5%
Cc1cc(C)n2nc(C(=O)Nc3ccc4c(c3)OCO4)nc2n1	?	-12.3%	?	1.3%
Cc1ccc2occ(C(c3nnnn3C3CCCC3)N3CCN(C(=O)c4ccco4)CC3)c(=O)c2c1 (configuration not stated)	7.7%	-9.7%	-0.4%	1.3%
COc1ccc(S(=O)(=O)Nc2c(C)ccc3nsnc23)cc1OC	-5.2%	2.4%	-15.8%	0.5%
COc1ccc(-c2cc(C(F)(F)F)n3nc(C(=O)Nc4sc5c(c4C(=O)OC(C)C)CCC(C)C5)cc3n2)cc1 (configuration not stated)	-5.3%	-8.1%[10.9 µM]	26.3%	0.5%
COc1ccccc1N1CCN(S(=O)(=O)c2ccc(F)c(C(=O)Nc3ccc(C)c(F)c3)c2)CC1	10.8%	27.7%[10.9 µM]	-16.1%	?
CCOc1ccc(/C=C\C(C)=N\O)cc1	?	.	?	.
Cc1ccccc1Cn1c2ccccc2c2cnn(CC(=O)NCc3cccc(Cl)c3)c(=O)c21	-12.9%	8.9%[10.9 µM]	-23.8%	?

(more compounds)
molecule	p53ts 32C tox	Peg3 imprint	p53ts 39C tox	IkB signaling
Cc1nnc(N(C)C(=O)c2cccnc2)s1	-1.1%	-8.9%	-7.2%	-1.7%
CCn1c(=O)n(CC(=O)NCc2ccco2)c(=O)c2ccccc21	-28.6%	-14.0%	13.6%	3.6%
COc1ccc(OC2C=CC(c3ccccc3)OC2CO)c(C(C)=O)c1 (configuration not stated)	3.4%[9.22 µM]	.	-1.8%[9.22 µM]	.
COCCn1c(=O)c(-c2cccs2)nc2cnc(Oc3ccc(OC)cc3)nc21	-3.5%	.	2.2%	-1.3%[11.4 µM]
COCCCNC(=O)Cn1c(=O)n(Cc2ccc(C(=O)NCc3ccc(C)cc3)cc2)c(=O)c2ccccc21	10.0%	14.6%[10.9 µM]	-13.1%	4.5%
Brc1cccc(-c2cnn3c(-c4ccccc4)cc(-c4ccccc4)nc23)c1	0.3%	-13.3%[10.9 µM]	10.7%	2.1%
Cc1ccc(CNC(=O)Cn2c(=O)oc3ccccc32)o1	-3.4%	-15.6%	-2.1%	-0.6%
COc1ccc(Cl)cc1NC(=O)Nc1c[nH]c(=O)[nH]c1=O	2.9%	-3.2%[10.9 µM]	-6.6%	-2.9%
O=C(Cn1c(=O)n(-c2ccccc2)c(=O)c2sc3ccccc3c21)N1CCCC1	4.6%	-7.3%[10.9 µM]	-5.2%	-0.1%
COc1cc(OC)c(C2C(C(=O)Nc3ccc(C)cc3C)=C(C)Nc3ncnn32)cc1OC (configuration not stated)	-23.0%	-3.3%	-18.7%	2.6%
Cc1ccccc1C(=O)N1CC(=O)Nc2ccc(Cl)cc2C1c1ccccc1 (configuration not stated)	14.7%	-7.0%[10.9 µM]	-12.5%	?
Nc1c(C(=O)Nc2cccc(F)c2)nnn1-c1cccc(C(F)(F)F)c1	-2.6%	-7.1%[10.9 µM]	-3.0%	-0.8%
COc1ccc(C2CC(=O)c3cnc(NC(=O)c4ccccc4)nc3C2)c(OC)c1 (configuration not stated)	-11.5%	-15.5%	17.2%	0.9%
Cc1occc1C(=O)Nc1sc2c(c1C(N)=O)CCCCC2	-23.2%	-7.4%	-19.1%	2.7%
COCC(=O)N1CCC2(CC1)CCN(C(c1ccccc1)c1ccccc1)CC2	-0.2%	.	-10.9%	-0.1%[11.4 µM]
COc1ccc(NC(=O)CN2C(=O)CC(c3ccco3)Sc3ccccc32)cc1OC (configuration not stated)	11.3%	-7.5%[10.9 µM]	-15.8%	?
COCCn1c(=O)c(-c2ccc(Cl)cc2)nc2cnc(Oc3ccc(OC)cc3)nc21	-12.8%	.	-9.4%	12.9%[11.4 µM]

Not a hit list. About 1.7% of those tested had a hit in this group.
